# Screens as filed in PubChem BioAssay.
# MPTP block – blocks calcium-induced mitochondrial swelling; isolated mouse mitochondria, Ca2+ swelling absorbance, 30 min; inhibition, % at 10 µM; 360,000 compounds, 1.4% hits; AID 602449;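 active = inhibition of 50% or more, scaled per plate between neutral and stimulator controls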;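 note: 0% = DMSO wells given calcium and 100% = 1 mM EGTA wells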
# hIAP block – human IAP inhibition; P09923; purified IAP, CDP-Star luminescence, 30 min; inhibition, % at 10 µM; 330,000 compounds, 0.12% hits; AID 2544;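 active = inhibition reaching a set limit with compound at 10 µM in the primary screen, cut at about 35% in these data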;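 note: plate controls were DMSO wells with enzyme for no effect and no-enzyme buffer wells for full effect; values of inactives mirror those of a sister screen read the other way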
# hIAP act – increases human intestinal alkaline phosphatase activity. activation factor at 10 µM. purified human IAP, CDP-Star luminescence, 30 min; active compounds read high; 1 = vehicle-only enzyme, 0 = enzyme-free background. 330,000 compounds, 0.16% hits. P09923;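 active = activation factor of the enzyme at least 2-fold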; note: the source names both 10 and 20 µM as test concentration; values of inactives mirror those of a sister screen read the other way
# mIAP act – mouse IAP activation; muIAP, CDP-Star luminescence, 30 min; active compounds read high; 1 = vehicle-only enzyme signal, 0 = enzyme-free wells; activation factor at 10 µM; 330,000 compounds, 0.24% hits; AID 2805;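 active = activation factor of at least 2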; note: the source names both 10 and 20 µM as test concentration; values of inactives mirror those of a sister screen read the other way
#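 Assay system: mouse IAP enzyme; Reagent: CDP-Star chemiluminescent phosphatase substrate; Compound: DMSO-dissolved test compounds; Incubation: 30 min, room temperature; Technique: luminescence from enzymatic CDP-Star hydrolysis; Controls: DMSO-only wells and no-enzyme negative control.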
# APOBEC3A inh – human APOBEC3A DNA deaminase inhibition; P31941; recombinant A3A, FAM/TAMRA ssDNA deamination fluorescence; inhibition, % at 20 µM; 330,000 compounds, 0.41% hits;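 active = at least 40% inhibition at 20 µM here, with at most 30% in a related deaminase screen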;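 note: plate controls were A3A with DMSO for no effect and wells lacking A3A enzyme for full effect; some results filed as inactive read as strong as hits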
# Target sequence (P31941 whole entry, looked up): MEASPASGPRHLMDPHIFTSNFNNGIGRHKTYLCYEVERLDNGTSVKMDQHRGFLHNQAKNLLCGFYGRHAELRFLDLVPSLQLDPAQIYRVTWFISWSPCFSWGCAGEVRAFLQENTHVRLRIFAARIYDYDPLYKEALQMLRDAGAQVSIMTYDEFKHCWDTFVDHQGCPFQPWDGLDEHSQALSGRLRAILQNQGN
# beta cell repl – MIN6 beta-cell proliferation induction; MIN6 cells proliferation, ATPlite luminescence, 48 h; cells starved in 0.2% serum; 100% = growth in 10% serum; proliferation, % at 10 µM; 330,000 compounds, 0.29% hits;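 active = compounds whose signal lies at least 3.5 SD above the mean of all wells on their plate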;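 note: 0% = DMSO-treated cells in low-serum medium and 100% = 10% serum control; some compounds called inactive have numbers as strong as hits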
# NR3A LBD binder – NR3A (human) ligand-binding domain modulation; NR3A LBD differential scanning fluorimetry, Tm shift; 0% = protein alone, 100% = glycine-bound protein; Tm shift relative to glycine control, % at 25 µM; 340,000 compounds, 2.5% hits; AID 1259313;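 active = melting temperature shift of at least 10% of the positive control shift, at one fixed dose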
# mIAP block – mouse IAP inhibition. 330,000 compounds, 0.2% hits. inhibition, % at 10 µM. AID 2806. purified mouse IAP, CDP-Star luminescence, 30 min;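 active = inhibition of at least 40% at 10 µM in the primary screen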;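 note: plate controls were DMSO with enzyme for no effect and no enzyme wells for full effect; values of inactives mirror those of a sister screen read the other way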
# A3G deaminase – blocks human APOBEC3G single-stranded DNA deamination | Q9HC16 | recombinant A3G, ssDNA deamination FAM/TAMRA fluorescence | inhibition, % at 20 µM | 330,000 compounds, 0.28% hits | AID 493012;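 active = inhibition of at least 40% at 20 µM, with no more than 30% in the related APOBEC3A deaminase screen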;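 note: plate controls were DMSO wells with A3G for no effect and wells lacking A3G enzyme for full effect; some compounds called inactive have numbers as strong as hits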
# Target sequence (Q9HC16 whole entry, looked up): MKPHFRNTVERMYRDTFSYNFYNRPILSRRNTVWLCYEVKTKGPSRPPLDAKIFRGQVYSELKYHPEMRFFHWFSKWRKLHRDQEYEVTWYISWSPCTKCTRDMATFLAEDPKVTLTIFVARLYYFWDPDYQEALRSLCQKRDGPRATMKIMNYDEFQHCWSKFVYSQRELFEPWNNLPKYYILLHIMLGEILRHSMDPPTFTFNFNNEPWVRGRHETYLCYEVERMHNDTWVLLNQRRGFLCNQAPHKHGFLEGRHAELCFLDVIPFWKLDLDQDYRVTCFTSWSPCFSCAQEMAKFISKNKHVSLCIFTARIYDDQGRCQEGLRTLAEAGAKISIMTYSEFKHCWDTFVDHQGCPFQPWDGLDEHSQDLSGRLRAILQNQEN
# * = called active by the depositor.
SMILES,MPTP block,hIAP block,hIAP act,mIAP act,APOBEC3A inh,beta cell repl,NR3A LBD binder,mIAP block,A3G deaminase
CN(C)c1oc(COc2ccccc2F)nc1C#N,-1.8,-12,1.1,1,2,0,2,-5,-1
COc1ccc(-c2cc3ccccc3n2CC(O)CN2CCOCC2)cc1 (centres undefined),7.3,22,0.78,0.94,-3,0,2,6,-3
CCCCOc1ccc(C(=O)NCC(=O)NCC(c2ccco2)N2CCCCC2)cc1 (centres undefined),2.3,0,0.99,1.1,2,0,2,-8,-9
COc1ccc(C(C(=O)NC2CCCC2)N(C(=O)c2csnn2)C2CC2)cc1 (centres undefined),0.4,6,0.94,0.94,-4,-1,-1,6,-9
COc1cccc(-n2c(=S)sc3c(=O)n(-c4ccccc4C)c(SCC(=O)O)nc32)c1,-0.2,-5,1.1,0.93,-7,3,-3,7,-8
CCOC(=O)C1(Cc2ccccc2C(F)(F)F)CCN(Cc2ccc(COC)o2)CC1,8.0,-2,1,0.97,-2,-4,1,3,-2
COCCCN1CC(=O)N2C(c3cccc(OC)c3)c3[nH]c4ccccc4c3C[C@H]2C1=O (some centres undefined),4.2,-12,1.1,1.1,1,0,1,-13,3
O=C(NC1CC1)c1cccc(Nc2ccc(-c3ccc4c(c3)OCCO4)nn2)c1,1.4,7,0.93,1,7,-6,6,-4,-1
CCOc1ccccc1NC=C1C(=O)OC(C)(C)OC1=O,0.9,-4,1,1,-3,-3,-3,-2,-5
CCc1ccccc1OCc1nc2ccc(S(=O)(=O)N3CCOCC3)cc2[nH]1,5.3,-27,1.3,0.99,0,-3,4,1,-2
CSCCC(NS(=O)(=O)c1ccc(Cl)cc1)C(=O)O (centres undefined),-2.4,10,0.9,1.1,-8,-2,-1,-13,-6
O=C(OCc1nnc(-c2ccccc2)o1)c1ccc([N+](=O)[O-])s1,0.5,-29,1.3,0.87,1,-5,0,13,-3
O=C(c1cccc(F)c1)N1CCC2(CC1)NCCc1[nH]cnc12,-1.3,-21,1.2,0.95,-5,-3,0,4,-4
COc1ccc2c(CC(=O)Nc3ccc(OC)nc3)coc2c1,1.2,-15,1.2,0.96,2,0,-4,4,-14
O=C(NCCCN1CCOCC1)c1ccc(S(=O)(=O)Nc2ccccc2)cc1,-0.2,-14,1.1,0.95,-3,-2,0,5,-2
CC1(C)CC(NC(=S)NC2CC2)CC(C)(C)N1,-1.9,-10,1.1,0.95,2,-3,0,5,-2
CC(=O)Oc1ccc(NC(=O)Cc2ccccc2)cc1,-1.3,12,0.88,1,-2,-2,0,0,-6
CCCNNC(=O)C(O)(c1cccc(C)c1)c1cccc(C)c1,0.4,-9,1.1,0.99,-1,-3,-5,1,-3
COc1ccc(NC(=O)Cc2ccccc2F)cc1S(=O)(=O)N1CCCCC1,-2.1,-1,1,1.1,10,4,-3,-10,-5
O=C1CC(N(C(=O)c2ccco2)c2cccc(Cl)c2)C(=O)N1c1cccc(Cl)c1 (centres undefined),-1.2,-13,1.1,0.94,-1,-1,1,6,-6
CCOc1cc(-c2nnc(NC(=O)C3=COCCO3)o2)cc(OCC)c1OCC,1.0,4,0.96,0.95,-3,5,-3,5,-8
COc1ccccc1NC(=O)CCC(=O)Nc1nnc(C2CCCCC2)s1,-1.1,-2,1,0.97,-3,1,1,3,-6
Cc1ccc2[nH]c3c(c2c1)CCNC3=O,-0.9,-10,1.1,0.99,3,1,-1,1,0
CCc1cccc(NC(=O)C2CCCN(S(=O)(=O)c3cnc[nH]3)C2)c1 (centres undefined),-0.9,3,0.97,0.95,-1,0,2,5,-5
COc1ccccc1CNC(=O)N1CCN(S(=O)(=O)c2ccccc2)CC1,-1.2,0,1,0.92,-2,-1,-1,8,-9
CCc1ccc(OCC(=O)N/N=C/c2cc([N+](=O)[O-])ccc2N2CCCCCC2)cc1,15,6,0.94,0.79,-5,0,-10,21,-7
CC(C)c1ccc([N+](=O)[O-])cc1S(=O)(=O)N1CCN(C)CC1,1.2,9,0.91,0.92,-6,-1,2,8,-10
Cc1ccccc1-c1nc(CS(=O)(=O)CC(=O)NCc2ccc3c(c2)OCO3)c(C)o1,-0.4,6,0.94,1.1,-2,0,-1,-10,-4
Cc1ccc(NC(=O)CSCC(=O)O)cc1,-0.2,-10,1.1,1.3,-6,-2,3,-26,-11
COc1ccc(C(C[N+](=O)[O-])c2c(-c3ccccc3)cc3ccccn23)cc1 (centres undefined),1.2,3,0.97,1,2,-6,2,-2,-3
C[C@@H]1CN([C@@H](C)CO)C(=O)c2cc(N(C)C)ccc2O[C@@H]1CN(C)S(C)(=O)=O,-0.6,6,0.94,1,-1,-1,0,-3,-4
CCc1cc2c(=O)n(CC(C)C)cnc2s1,-0.5,4,0.96,0.97,-2,1,18*,3,2
CCN1C(=O)CC(n2c(C)nc3ccccc32)C1=O (centres undefined),-1.1,9,0.91,1,2,2,3,-3,3
CN(Cc1ccco1)C(=O)Cn1cc(S(=O)(=O)N2CCCC2)c(S(=O)(=O)N2CCCC2)c1,-2.2,-18,1.2,0.99,-4,-3,0,1,-4
Cc1ncc(CO)c(/C=N/NC(=S)Nc2cccc(Cl)c2)c1O,78*,-41,1.4,0.86,0,-4,27*,14,-8
O=C1CCC([N+](=O)[O-])C(c2cccc([N+](=O)[O-])c2)N1 (centres undefined),0.5,-1,1,0.97,-2,-2,-1,3,9
CCN(CC(O)CON=C1c2ccccc2-c2ccccc21)S(=O)(=O)c1ccc(Cl)cc1 (centres undefined),-1.5,13,0.87,0.9,-1,0,4,10,-7
COc1ccc(CNC(=O)C2CCN(S(=O)(=O)N3CCCC3)CC2)c(OC)c1,-1.3,-21,1.2,1.1,1,-1,5,-6,9
COc1ccc(CC(=O)N/N=C(\C)CC(=O)Nc2ccc3c(c2)OCCO3)cc1OC,-0.9,5,0.95,0.96,-4,1,1,4,-7
COc1cc(NC(=O)CSc2nc(C3CC3)nc3ccccc23)cc(OC)c1,0.4,8,0.92,0.98,5,-2,2,2,-5
Cc1cc2sc3ccccc3c(=O)c2c(C)c1O,2.7,10,0.9,0.93,-1,-1,-2,7,-7
O=C(CSc1nnc2scc(-c3ccccc3)n12)Nc1nsc(-c2ccccc2)n1,6.9,22,0.78,0.96,-1,0,0,4,-7
O=C(Nc1nsc(-c2ccccc2)n1)c1cccs1,-0.3,-5,1.1,0.94,-2,-2,0,6,-7
C[C@@H]1CC=C[C@H]2[C@H]1C(=O)N(Cc1ccccc1)[C@H]2c1ccc(C(F)(F)F)cc1,-0.2,17,0.83,1.1,18,-7,0,-7,-8
Cc1nnc(N/N=C/c2ccc(Br)cc2)n1N,3.3,-29,1.3,1.1,-4,-3,-2,-6,-2
CCNC(=O)NCc1c(C)c(C)n(Cc2ccccc2)c1-n1cccc1,0.5,-9,1.1,1.2,-1,-4,-4,-19,3
CCOC(=O)c1cnc2c(C)cc(Cl)cc2c1NCCCN1CCOCC1,0.6,-19,1.2,0.98,-7,-2,-1,2,-2
CCOc1ccc(N(CC(=O)NCc2ccc(OC)cc2)S(C)(=O)=O)cc1,-0.6,6,0.94,0.81,-4,-3,-1,19,-6
Nc1n[nH]c(C(F)(F)F)c1-c1ccccc1,3.4,10,0.9,0.89,-5,-2,1,11,-8
COc1ccc(NC(=O)/C(C#N)=C/c2ccc(-c3ccccc3C(=O)O)o2)cc1,0.4,-11,1.1,1,-5,-2,2,-2,-11
CCOc1ccc(S(=O)(=O)N2CCN(C(=O)c3sccc3C)CC2)cc1,0.6,-5,1.1,0.96,-3,0,0,4,-6
COc1cccc(CNC(=O)C2CCN(S(=O)(=O)c3ccc4c(c3)CC(C)N4C(C)=O)CC2)c1 (centres undefined),0.3,2,0.98,1,-5,-5,-1,0,-6
COc1ccc(-c2noc(-c3cccnc3)n2)cc1OC,1.0,-2,1,1,3,-3,-1,-2,-1
CC(C#N)(NC(=O)CN1CCN(S(=O)(=O)c2cc(C(F)(F)F)ccc2Cl)CC1)C1CC1 (centres undefined),-0.1,-26,1.3,1.1,-4,3,0,-6,-4
CCCCN1C(=O)C(CC(=O)NCC)SC1=Nc1ccccc1 (centres undefined),0.1,13,0.87,0.98,-4,-3,1,2,-3
CC(=O)Nc1ccc(S(=O)(=O)N(Cc2ccco2)Cc2cc3ccccc3[nH]c2=O)cc1,0.7,23,0.77,1,1,-3,0,-4,4
COC(=O)c1ccc(C(=O)OC)c(NC(=S)N2CCN(c3ccccc3)CC2)c1,1.5,6,0.94,0.87,-5,-1,-5,13,-5
CCOc1ccc(C(=O)Nc2c3c(nn2-c2ccccc2)CS(=O)(=O)C3)cc1,-0.2,-19,1.2,0.95,-3,2,0,5,-9
O=C(CN1CCN(c2ccccn2)CC1)NC1CCCC1,1.2,2,0.98,0.97,-2,-2,-2,2,1
C=C(C)n1c(=O)n(Cc2ccccc2C)c2ccccc21,0.2,-1,1,0.97,-4,7,-4,3,-7

# Given with values under each structure: part of the list above
# Screens in order: MPTP block, hIAP block, hIAP act, mIAP act, APOBEC3A inh, beta cell repl, NR3A LBD binder, mIAP block, A3G deaminase
Nc1n[nH]c(C(F)(F)F)c1-c1ccccc1
    3.4, 10, 0.9, 0.89, -5, -2, 1, 11, -8
CC(C#N)(NC(=O)CN1CCN(S(=O)(=O)c2cc(C(F)(F)F)ccc2Cl)CC1)C1CC1 (centres undefined)
    -0.1, -26, 1.3, 1.1, -4, 3, 0, -6, -4

# More results follow:
SMILES,MPTP block,hIAP block,hIAP act,mIAP act,APOBEC3A inh,beta cell repl,NR3A LBD binder,mIAP block,A3G deaminase
CN(C)C(=O)Cn1c(SCC(=O)NCc2ccc3c(c2)OCO3)nc2ccccc21,1.5,1,0.99,1.1,-2,-3,-3,-5,18
COC(=O)[C@]1(C)CCC[C@@]2(C)C3CC[C@]4(OC(C)=O)C[C@@]3(CCC21)CC4=O (some centres undefined),-0.3,-21,1.2,1.1,-6,-2,2,-6,-12
CC1=NN(c2ccc(C)cc2C)C(=O)C1C(c1ccccc1)C1C(=O)N(c2ccc(C)cc2C)N=C1C (centres undefined),16,-13,1.1,0.97,-9,-3,-4,2,-2
NC(=O)Cc1nc(-c2ccc(F)cc2)cs1,0.7,9,0.91,0.98,-4,0,1,2,-7
N#Cc1nc(-c2ccco2)oc1N1CCN(Cc2ccccc2)CC1,0.6,-17,1.2,1,-2,-1,0,0,-2
CC1(C(=O)O)COC(c2ccc(Cl)cc2)OC1 (centres undefined),1.3,10,0.9,0.94,-3,6,0,6,-7
Cc1ccc(C)c(S(=O)(=O)N2CCCCC2CCNC(=O)C(=O)NCc2ccncc2)c1 (centres undefined),0.3,-1,1,0.95,-3,0,-1,5,-8
O=C(NCCS(=O)(=O)NC1CCCCC1)c1ccc2c(c1)OCO2,-0.1,5,0.95,1,2,0,2,-2,-4
O=C1CCCCC(=O)N(c2ccccc2)c2ccccc21,-0.9,10,0.9,0.81,-3,3,0,20,-7
CN(c1ccc(C(=O)N2CCCCCC2)cc1)S(=O)(=O)c1ccccc1,6.2,-2,1,0.99,-4,2,1,1,-7
COc1ccc(C2=NNC(=Nc3cc(S(=O)(=O)N(C)C)ccc3C)SC2)c(OC)c1,10,3,0.97,0.97,3,-5,-1,3,-5
Cc1ccc(NC(=O)c2ccccc2N(C)S(=O)(=O)c2ccccc2)c(C)c1,-0.1,7,0.93,0.89,0,3,-3,11,-2
Cc1cccc(N2CC(C(=O)Nc3nnc(SCC(=O)NCC4CCCO4)s3)CC2=O)c1 (centres undefined),-0.4,9,0.91,0.86,2,0,-2,14,-3
